DRD3 agonist – qHTS of D3 Dopamine Receptor Agonist: qHTS; D3R DiscoveRx beta-arrestin cells, luminescence, 90 min; max activation, %; D(3) dopamine receptor (Homo sapiens), P35462; hit rate 0.58% among 410,000; AID 652048, 2013; in the data active = max activation above about 30%; note: 0% is about no effect; mostly tested at two doses, the higher about 12 µM
Target sequence (P35462 whole entry, looked up): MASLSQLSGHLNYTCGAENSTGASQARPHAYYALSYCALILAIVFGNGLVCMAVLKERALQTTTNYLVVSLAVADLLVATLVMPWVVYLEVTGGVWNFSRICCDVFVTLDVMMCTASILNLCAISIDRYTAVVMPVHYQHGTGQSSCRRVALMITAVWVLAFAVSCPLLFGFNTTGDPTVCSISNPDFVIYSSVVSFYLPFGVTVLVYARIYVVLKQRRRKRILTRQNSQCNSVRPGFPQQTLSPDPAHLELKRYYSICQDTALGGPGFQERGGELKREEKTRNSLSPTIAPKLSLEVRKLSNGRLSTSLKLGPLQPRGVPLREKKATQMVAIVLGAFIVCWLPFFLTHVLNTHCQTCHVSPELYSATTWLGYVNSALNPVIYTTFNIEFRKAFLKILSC
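Agonist-mode cell screen: cells plated at 1500/well and incubated overnight at 37 °C, then exposed to library compounds for 90 min at 37 °C. Detection reagent was added for 30–60 min at room temperature, and luminescence was read.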
HT1080-NT tox – qHTS for induction of synthetic lethality in tumor cells producing 2HG: qHTS for the HT-1080-NT fibrosarcoma cell line | AID 686970, 2013 | HT-1080-NT fibrosarcoma viability, CellTiter-Glo ATP luminescence, 48 h | Potency, µM (highest dose often 46.1 µM), without a hit: top-dose activity, negative = less viability, usual class: cytotoxic | hit rate 1.6% among 360,000;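 note: NT is the 2HG producing partner of a matched IDH1 knockdown line; potency is the fitted concentration of half-maximal effect; 0% = DMSO-treated cells and -100% = media-only wells without cells; nearly all actives have a fitted effect of over 55% in size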
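750 cells/well, RPMI + 5% FBS; 2 h settle, compound pin-transfer, 48 h at 37 degrees C. CellTiter-Glo 10 min RT, luminescence. Normalized to DMSO and media-only wells.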
D3 antag – qHTS of D3 Dopamine Receptor Antagonist: qHTS | D(3) dopamine receptor (Homo sapiens), P35462 | D3R cells, DiscoveRx beta-arrestin luminescence, antagonist mode; active compounds read low | max response, negative = inhibition, % | hit rate 2.5% among 360,000 | AID 652054, 2013; in the data active = max response below about -50%; inconclusive = no clear call, values can overlap the other calls; note: % is set by controls: 0 for no effect and ±100 for the full control effect; mostly tested at two doses, the higher about 12 µM
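Cells expressing the human receptor were seeded at 1500 cells/well, incubated overnight at 37 degrees C in 5% CO2, then exposed to library compounds with dopamine controls for 90 minutes at 37 degrees C before luminescent detection.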
KB-V1 MDR tox – qHTS assay for MDR1-selective chemotherapeutics: Primary screen using the drug-selected MDR subline cells KB-V1. hit rate 3.4% among 400,000. KB-V1 MDR cells viability, CellTiter-Glo, 72 h. Potency, µM (top dose mostly 46.1 µM), inactives show top-dose activity change, negative = cytotoxicity, hits mostly cytotoxic. AID 1347076, 2019; note: potency is the fitted concentration of half-maximal effect; % is set by controls: 0 for no effect and ±100 for the full control effect; nearly all actives have a fitted effect of over 60% in size
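KB-V1 MDR subline cells in DMEM (phenol-red free, 10% FBS) exposed to compounds in qHTS concentration series for 72 h at 37 degrees C. Viability read by CellTiter-Glo luminescence; concentration-effect curves fitted after normalization and correction.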
HT1080 IDH1KD tx – qHTS for induction of synthetic lethality in tumor cells producing 2HG: qHTS for the HT-1080-IDH1KD cell line; HT-1080 IDH1 knockdown viability, ATP luminescence, 48 h; hit rate 2% among 360,000; Potency, µM (doses to about 46.1 µM), for inactives: at the top dose activity, negative = toxicity, hits mostly cytotoxic;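 note: potency is the fitted concentration of half-maximal effect; 0% = DMSO wells and -100% = cell-free medium wells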
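Viability of IDH1-knockdown HT-1080 fibrosarcoma cells was assessed by CellTiter-Glo after 48 h at 37 °C with titrated compound; concentration-effect curves were classified by fit quality and response size.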
IL1B secr inh – qHTS for Inhibitors of Inflammasome Signaling: IL-1-beta AlphaLISA Primary Screen. THP-1 LPS/ATP IL-1B secretion, AlphaLISA, 16 h; active compounds read low. hit rate 4.7% among 360,000. activity change, % at 57.5 µM; in the data active = activity change below about -50%; inconclusive = mostly about -30% to -49%; note: % is set by controls: 0 for no effect and ±100 for the full control effect
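THP-1 cells pretreated 1 hr with compounds (up to 57.5 uM final), then stimulated with LPS (250 ng/mL final) plus ATP (1.25 mM final); secreted IL-1B measured by AlphaLISA after 16 hr, decreased signal indicating inhibition.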
KB-3-1 cytotox – qHTS assay for MDR1-selective chemotherapeutics: Primary screen using the parental adenocarcinoma cell KB-3-1; KB-3-1 viability, CellTiter-Glo ATP luminescence, 72 h; hit rate 1.4% among 400,000; Potency, µM (highest dose often 46.1 µM), for the others: top-dose activity change, negative = cytotoxic, actives largely listed as cytotoxic; note: potency is the fitted concentration of half-maximal effect; % is set by controls: 0 for no effect and ±100 for the full control effect; nearly all actives have a fitted effect of over 60% in size
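Cytotoxicity measured as CellTiter-Glo luminescence after 72 h at 37 C. Compound titrations were pinned onto drug-naive KB-3-1 parental adenocarcinoma cells grown in DMEM with 10% FBS, and normalized data fitted to concentration-response curves.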
SW480 rereplic – A quantitative high throughput screen for small molecules that induce DNA re-replication in SW480 colon adenocarcinoma cells | SW480 DNA re-replication, Hoechst DNA content imaging, 48 h | Potency, µM (titrated, usually from 46.1 µM), without a hit: top-dose re-replication activation, hits mostly activators | hit rate 1.8% among 340,000; note: potency is the fitted concentration of half-maximal effect; % of control where 0% means no effect; nearly all actives have a fitted effect of over 55% in size
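First, 250 cells per well were seeded. Next, compound or vehicle (23 nL) was pinned in, plates sat 48 hr at 37 C. Finally Hoechst was added for 40 min before fluorescence scanning.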
GLP-1R agonist – qHTS of GLP-1 Receptor Agonists; Glucagon-like peptide 1 receptor (Homo sapiens), P43220; HEK293 GLP-1R CRE-luciferase, luminescence, 4-6 h; cells express a hypersensitive GLP-1R form; Potency, µM (doses to about 45.6 µM), without a hit: at the top dose activation, actives largely listed as activators; hit rate 0.007% among 380,000; note: potency is the fitted concentration of half-maximal effect; % of control where 0% means no effect
Target sequence (P43220 whole entry, looked up): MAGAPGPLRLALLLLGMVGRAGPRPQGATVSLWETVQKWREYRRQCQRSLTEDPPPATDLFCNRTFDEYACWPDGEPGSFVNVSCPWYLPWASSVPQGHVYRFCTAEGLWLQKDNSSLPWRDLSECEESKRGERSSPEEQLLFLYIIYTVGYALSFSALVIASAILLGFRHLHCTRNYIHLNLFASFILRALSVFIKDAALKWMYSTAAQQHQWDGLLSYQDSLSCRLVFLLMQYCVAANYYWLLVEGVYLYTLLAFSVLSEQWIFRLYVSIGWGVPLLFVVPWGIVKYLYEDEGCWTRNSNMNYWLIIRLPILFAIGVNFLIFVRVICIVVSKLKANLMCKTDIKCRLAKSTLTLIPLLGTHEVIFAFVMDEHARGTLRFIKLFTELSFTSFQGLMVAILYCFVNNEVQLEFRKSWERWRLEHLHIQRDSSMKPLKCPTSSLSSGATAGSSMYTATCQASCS
* hit, by the source's call; [ ] = another dose, or the depositor's remark. Unless noted, calls come from the whole dose curve; as a rule, active = well fitted curve in the direction sought with a large enough effect; inconclusive = small, poorly fitted or top-dose-only effect, or another doubt; inactive = no such curve, though single readings can be large; an effect the other way counts as inactive or inconclusive.

What do the screens show for `Cc1onc(-c2c(Cl)cccc2Cl)c1C(=O)NCc1ccco1`?
DRD3 agonist: -6; HT1080-NT tox: 2%; D3 antag: -23; KB-V1 MDR tox: -4%; HT1080 IDH1KD tx: 4%; IL1B secr inh: 1; KB-3-1 cytotox: -8%; SW480 rereplic: -2%[9.22 µM]; GLP-1R agonist: -2%

What do the screens show for `O=C(CCNS(=O)(=O)c1ccc2c(c1)CCN2C(=O)C1CC1)Nc1ccc(OC(F)(F)F)cc1`?
DRD3 agonist: -4; KB-V1 MDR tox: inconclusive; KB-3-1 cytotox: -11%; GLP-1R agonist: -1%

What do the screens show for `COc1ccc(CNC(=O)CSc2nnc3c(n2)[nH]c2ccc(C)cc23)cc1`?
DRD3 agonist: -1; HT1080-NT tox: 1%; D3 antag: 2; KB-V1 MDR tox: -15%; HT1080 IDH1KD tx: 3%; IL1B secr inh: 31; KB-3-1 cytotox: 10%; SW480 rereplic: -3%; GLP-1R agonist: 0%

What do the screens show for `COc1ccc(S(=O)(=O)N2CCC(C(=O)NCCC(=O)Nc3cccc(Cl)c3)CC2)cc1`?
DRD3 agonist: 1; HT1080-NT tox: -4%; D3 antag: -5; KB-V1 MDR tox: 15%; HT1080 IDH1KD tx: -13%; IL1B secr inh: inconclusive; KB-3-1 cytotox: 13%; SW480 rereplic: inconclusive; GLP-1R agonist: 7%

How did CC(C(=O)NC(=O)NC1CCCCC1)N1CCN(c2ccc(O)cc2)CC1 (configuration not stated) do in these assays?
DRD3 agonist: 2; HT1080-NT tox: 2%; D3 antag: 0; KB-V1 MDR tox: 23µM*; HT1080 IDH1KD tx: -4%; IL1B secr inh: -3; KB-3-1 cytotox: -11%; SW480 rereplic: -5%; GLP-1R agonist: -30%

What do the screens show for `CC(C)(C)c1oc(C(=O)O)cc1CN1CCOCC1`?
DRD3 agonist: 8; HT1080-NT tox: 25%; D3 antag: -2; KB-V1 MDR tox: 1%; HT1080 IDH1KD tx: 14%; IL1B secr inh: 14; KB-3-1 cytotox: 18%; SW480 rereplic: -2%; GLP-1R agonist: 0%

Results for CCOC(=O)C1(C)CCCN(C(=O)c2cccnc2SC)C1 (configuration not stated) ?
DRD3 agonist: -6; HT1080-NT tox: 22%; D3 antag: 0; KB-V1 MDR tox: -7%; HT1080 IDH1KD tx: 1%; IL1B secr inh: 4; KB-3-1 cytotox: 0%; GLP-1R agonist: 4%

Results for C[C@@H](C(=O)NCC1CCCO1)N1C(=O)N2CCc3c([nH]c4ccccc34)[C@@]2(C)C1=O (some centres not stated) ?
DRD3 agonist: 9; HT1080-NT tox: 0%; D3 antag: -1; KB-V1 MDR tox: 15%; HT1080 IDH1KD tx: 0%; IL1B secr inh: 20; KB-3-1 cytotox: 0%; SW480 rereplic: -1%; GLP-1R agonist: 5%

What do the screens show for `COc1ccc(N(CC(=O)Nc2cccc(C(C)=O)c2)S(C)(=O)=O)cc1OC`?
DRD3 agonist: 2; HT1080-NT tox: 0%; D3 antag: -2; KB-V1 MDR tox: 0%; HT1080 IDH1KD tx: 1%; IL1B secr inh: 11; KB-3-1 cytotox: 6%; SW480 rereplic: -12%; GLP-1R agonist: -3%

Results for O=[N+]([O-])c1ccccc1/C=C/C=N/N1CCCCC1 ?
DRD3 agonist: 2; HT1080-NT tox: 2%; D3 antag: -4; KB-V1 MDR tox: -24%; HT1080 IDH1KD tx: 18%; IL1B secr inh: -9; KB-3-1 cytotox: 0%; SW480 rereplic: -1%; GLP-1R agonist: 13%

How did COc1ccc(C(=O)/C=C/Nc2cc(C)on2)cc1 do in these assays?
DRD3 agonist: 2; HT1080-NT tox: 5%; D3 antag: 8; KB-V1 MDR tox: 8%; HT1080 IDH1KD tx: -25%; IL1B secr inh: inconclusive; KB-3-1 cytotox: -2%; SW480 rereplic: -2%; GLP-1R agonist: 1%

Results for COc1cccc(C2=NOC(C(=O)Nc3c(C)n(C)n(-c4ccccc4)c3=O)C2)c1 (configuration not stated) ?
DRD3 agonist: -17; HT1080-NT tox: 9%; D3 antag: -7; KB-V1 MDR tox: -2%; HT1080 IDH1KD tx: 24%; IL1B secr inh: -14; KB-3-1 cytotox: 0%; SW480 rereplic: inconclusive; GLP-1R agonist: 0%

What do the screens show for `O=C(N1CCOCC1)C1(c2ccc(Cl)cc2)CCCC1`?
DRD3 agonist: 2; HT1080-NT tox: 14%; D3 antag: 0; KB-V1 MDR tox: -25%; HT1080 IDH1KD tx: 17%; IL1B secr inh: 26; KB-3-1 cytotox: -3%; SW480 rereplic: 1%; GLP-1R agonist: -9%

What do the screens show for `O=C1CSC(c2cccnc2)N1CC1CC1` (configuration not stated)?
DRD3 agonist: 9; HT1080-NT tox: 21%; D3 antag: 4; KB-V1 MDR tox: 0%; HT1080 IDH1KD tx: 19%; IL1B secr inh: 9; KB-3-1 cytotox: 6%; SW480 rereplic: -3%; GLP-1R agonist: -1%

How did COc1ccc(N(C(=O)Cn2cnc3ccccc32)C(C(=O)NC2CCCCC2)c2ccccc2)cc1 (configuration not stated) do in these assays?
DRD3 agonist: 2; HT1080-NT tox: inconclusive; D3 antag: -10; KB-V1 MDR tox: -14%; HT1080 IDH1KD tx: -29%; IL1B secr inh: -75*; KB-3-1 cytotox: -1%; SW480 rereplic: 23µM*; GLP-1R agonist: 6%

Results for NC(=O)c1cccc2c(=O)oc3ccccc3c12 ?
DRD3 agonist: -6; HT1080-NT tox: 0%; D3 antag: -14; KB-V1 MDR tox: 19%; HT1080 IDH1KD tx: -2%; IL1B secr inh: -4; KB-3-1 cytotox: -11%; SW480 rereplic: -2%; GLP-1R agonist: -8%

Results for CC1CCN(S(=O)(=O)c2ccc(NC(=O)C3CCN(C(=O)c4ccco4)CC3)cc2)CC1 ?
DRD3 agonist: -7; HT1080-NT tox: -11%; D3 antag: 4; KB-V1 MDR tox: 1%; HT1080 IDH1KD tx: -15%; IL1B secr inh: 21; KB-3-1 cytotox: -24%; SW480 rereplic: 8%; GLP-1R agonist: 9%

How did O=C(CCC(=O)N1CCOc2ccccc21)N1CCN(c2ccccc2)CC1 do in these assays?
DRD3 agonist: 0; HT1080-NT tox: 7%; D3 antag: 3; KB-V1 MDR tox: 7%; HT1080 IDH1KD tx: 2%; IL1B secr inh: -5; KB-3-1 cytotox: 0%; SW480 rereplic: 0%; GLP-1R agonist: -1%

Results for S=C(N/N=C/c1ccc(Br)cc1)N1CCCCC1 ?
DRD3 agonist: -10; HT1080-NT tox: -16%; D3 antag: -5; KB-V1 MDR tox: 16%; HT1080 IDH1KD tx: -26%; IL1B secr inh: -8; KB-3-1 cytotox: 4%; SW480 rereplic: inconclusive; GLP-1R agonist: 5%

What do the screens show for `COc1cccc(NC(=S)N(CCc2ccc(OC)c(OC)c2)Cc2ccccn2)c1`?
DRD3 agonist: -19; HT1080-NT tox: -9%; D3 antag: -53*; KB-V1 MDR tox: inconclusive; HT1080 IDH1KD tx: -4%; IL1B secr inh: -29; KB-3-1 cytotox: 1%; SW480 rereplic: 8%[1.84 µM]; GLP-1R agonist: 13%

How did CCc1ccc(OC(=O)c2cccnc2)cc1 do in these assays?
DRD3 agonist: 3; HT1080-NT tox: 0%; D3 antag: 4; KB-V1 MDR tox: -1%; HT1080 IDH1KD tx: -1%; IL1B secr inh: 8; KB-3-1 cytotox: 5%; SW480 rereplic: -5%; GLP-1R agonist: -7%

How did CC(C)(C)C1CCC2(CC1)NC(=S)N(c1ccccc1)N2 (configuration not stated) do in these assays?
DRD3 agonist: -3; HT1080-NT tox: inconclusive; D3 antag: inconclusive; KB-V1 MDR tox: 0%; HT1080 IDH1KD tx: 5.8µM*; IL1B secr inh: 4; KB-3-1 cytotox: inconclusive; SW480 rereplic: -6%; GLP-1R agonist: 1%

How did Cc1cnc(C)c(N2CCN(Cc3nc(-c4cccc(F)c4F)oc3C)CC2)n1 do in these assays?
DRD3 agonist: -10; HT1080-NT tox: 2%; D3 antag: -22; KB-V1 MDR tox: -29%; HT1080 IDH1KD tx: 3%; IL1B secr inh: 6; KB-3-1 cytotox: -8%; SW480 rereplic: -31%[inhibitor]; GLP-1R agonist: 23%

How did CCCCCCCN1CCC(=O)N([C@H](CO)CC(C)C)CC1 do in these assays?
DRD3 agonist: -30; HT1080-NT tox: -12%; D3 antag: 0; KB-V1 MDR tox: -23%; HT1080 IDH1KD tx: 1%; IL1B secr inh: -1; KB-3-1 cytotox: 0%; SW480 rereplic: 13%; GLP-1R agonist: 9%

Results for Cn1cc(S(=O)(=O)N2CCN(c3cccc(C(F)(F)F)c3)CC2)c(=O)n(C)c1=O ?
DRD3 agonist: 1; HT1080-NT tox: -9%; D3 antag: 10; KB-V1 MDR tox: -1%; HT1080 IDH1KD tx: 1%; IL1B secr inh: 20; KB-3-1 cytotox: -3%; SW480 rereplic: -7%; GLP-1R agonist: -1%

Bioassay records as filed in PubChem.

Rows were taken by chance. Share with any hit: about 12%.
